# Assay outcomes from PubChem BioAssay.
# FBW7 activator: activators of human E3 ligase FBW7 | Q969H0 | AlphaScreen FBW7–phospho-cyclin E peptide binding, activator screen | normalized activity (activation), % at 26.1 µM | 0.13% of 650,000 active; in the data active means normalized activity above about 1.9%;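 further: purified mutant Fbw7 with reduced substrate affinity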
# TEAD-YAP block: TEAD-YAP interaction inhibition; inhibition, % at 9.12 µM; HEK-TIYL cells, TEAD-Gal4/YAP UAS-luciferase luminescence; 1.4% of 640,000 active; in the data active means inhibition above about 32%;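 further: 0% = median of test compound wells and 100% = reference inhibitor wells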
# MITF primary: inhibitors of human MITF; O75030; AlphaScreen MITF homodimerization, bead proximity signal; inhibition, % at 2.6 µM; 0.91% of 650,000 active; in the data active means inhibition above about 50%;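 further: 0% = vehicle wells with protein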
# Target sequence (O75030 whole entry, looked up): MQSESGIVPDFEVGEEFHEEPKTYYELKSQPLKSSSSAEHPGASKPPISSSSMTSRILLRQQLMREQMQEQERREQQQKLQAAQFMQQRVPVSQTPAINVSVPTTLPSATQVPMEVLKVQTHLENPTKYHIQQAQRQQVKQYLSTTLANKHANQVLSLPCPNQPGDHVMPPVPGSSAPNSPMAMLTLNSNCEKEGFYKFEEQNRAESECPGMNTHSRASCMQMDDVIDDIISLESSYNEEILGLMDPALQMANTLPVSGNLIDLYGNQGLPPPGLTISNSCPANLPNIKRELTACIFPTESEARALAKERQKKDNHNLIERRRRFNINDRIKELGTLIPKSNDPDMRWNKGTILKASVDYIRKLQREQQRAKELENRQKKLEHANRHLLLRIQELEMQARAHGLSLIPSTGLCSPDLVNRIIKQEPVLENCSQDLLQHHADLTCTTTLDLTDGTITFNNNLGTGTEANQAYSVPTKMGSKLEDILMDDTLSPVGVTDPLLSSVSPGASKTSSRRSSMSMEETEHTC
# GPR151 ag: activates the human receptor GPR151; Q8TDV0; PathHunter beta-arrestin GPR151 cells, luminescence; activation, % at 11.2 µM; 1% of 650,000 active; AID 1508602; in the data active means activation above about 4.9%;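 further: 0% = median of compound wells and 100% = cells with positive control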
# Target sequence (Q8TDV0 whole entry, looked up): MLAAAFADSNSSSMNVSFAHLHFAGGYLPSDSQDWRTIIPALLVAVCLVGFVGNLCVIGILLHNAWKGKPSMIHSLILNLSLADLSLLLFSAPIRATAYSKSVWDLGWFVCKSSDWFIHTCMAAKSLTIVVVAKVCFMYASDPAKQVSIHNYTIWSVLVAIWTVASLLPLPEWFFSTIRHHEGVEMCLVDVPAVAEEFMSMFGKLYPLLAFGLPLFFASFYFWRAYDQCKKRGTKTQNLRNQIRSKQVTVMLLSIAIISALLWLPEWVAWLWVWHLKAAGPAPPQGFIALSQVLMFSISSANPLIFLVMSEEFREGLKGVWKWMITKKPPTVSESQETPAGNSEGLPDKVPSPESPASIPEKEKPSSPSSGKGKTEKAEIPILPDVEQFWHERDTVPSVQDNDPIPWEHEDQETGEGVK
# An asterisk follows results filed as active; & = joins results of further samples.
SMILES,FBW7 activator,TEAD-YAP block,MITF primary,GPR151 ag
COC(=O)c1sc(NC(=O)c2cc([N+](=O)[O-])ccc2Cl)c(C(=O)OC)c1C,-0.1,4,8,-0.2
Cc1nc2sc(C(=O)NC3CCC(C)CC3)c(C)c2c(=O)[nH]1 (configuration not stated),-0.1,-9,9,-0.8
COc1ccc(-c2cc(C(F)(F)F)n3nc(C(=O)NCc4ccccc4Cl)cc3n2)cc1OC,-0.1,0,3,-0.3
CC(=O)Nc1nnc(SCC(=O)Nc2ccc3c(c2)OCCO3)s1,0.4,4,-2,-0.2
COC(=O)CN1C(=S)N(C)C(=O)/C1=C/c1ccc(OC)c(Br)c1,-0.2,-1,12,1.0
COc1ccc(-c2nc3ccc(C(=O)NCCCN4CCOCC4)cc3nc2-c2ccc(OC)c(OC)c2)cc1OC,-0.1,-5,-12,-0.3
CCOC(=O)c1sc(NC(=O)C(C)(C)C)c(C#N)c1C,0.4,5,-10,0.8
NS(=O)(=O)c1ccc(CCn2c(-c3ccc(Cl)s3)csc2=Nc2ccc(OC(F)(F)F)cc2)cc1,0.0,2,-4,3.0
Cc1ccc(Cl)cc1NS(=O)(=O)c1ccc2c(c1)oc(=O)n2C,0.2,13,10,-0.1
COc1ccccc1-n1c(CNC(=O)c2ccc(S(=O)(=O)N(C)C)cc2)nnc1SCC(=O)Nc1cccc(C)c1,0.4,3,5,0.1
N/C(=N\OC(=O)c1ccc(Br)cc1)c1ccccc1,-0.1,-16,1,1.6
O=C(N/N=C\c1ccccc1O)c1cccc2cc[nH]c12,-0.2,13,-28,0.1
O=C(O)c1ccc(NCCCN2CCCC2=O)c([N+](=O)[O-])c1,0.0,5,5,1.3
COc1ccc(/C(C)=N/NC(=O)c2ccncc2)cc1OC,-0.1,-7,15,2.2
CCOc1ccc(Oc2cc(NC(=O)c3cccc(F)c3)cc(NC(=O)c3cccc(F)c3)c2)cc1,0.2,-6,3,0.6
O=C(NCC1CCCN(C(=O)c2cnsn2)C1)c1ccco1 (configuration not stated),0.0,3,6,0.9
Cc1ccc(C(=O)COC(=O)c2ccccc2[N+](=O)[O-])cc1C,0.3,49*,19,-3.6
CC(C)(C)NC(=O)c1cccc2ccccc12,0.1,-1,-2,0.8
Cc1cc(C=C2C(=O)N(C)C(=O)N(C)C2=O)c(C)n1-c1ccc(Cl)c(C(=O)O)c1,-1.2,-9,4,-0.5
COc1ccc(C2=NC(c3ccc(OC)c(Br)c3)NC(c3ccccc3O)C2)cc1 (configuration not stated),0.1,-80,13,-1.3
CCOC(=O)N1CCN(c2[nH]c(=O)n(C)c(=O)c2Cc2cccc(Cl)c2)CC1,-0.1,-16,-3,-1.5
CC(C)(C)NC(=O)NC(=O)COC(=O)c1ccc(OC(F)(F)F)cc1,-0.1,4,-16,-0.7
CCCc1noc2c1/C(=N\O)CC(CC(C)SCC)C2 (configuration not stated),0.1,-19,10,3.8
CC(C)N(C(=O)COC(=O)c1cccc(C(=O)OCC(=O)N(C(C)C)C(C)C)n1)C(C)C,-0.1,-8,-10,0.6
Cc1ccc(S(=O)(=O)N(CC(=O)NC2CC2)c2cccc(Br)c2)cc1,-0.1,-4,5,0.3
COCCNC(=S)Nc1cccc(O)c1,-0.1,-4,-5,-0.5
CCn1c(=NC(=O)CCS(=O)(=O)c2ccc(F)cc2)sc2ccccc21,-0.3,4,11,0.3
Cc1nc(NCCNC(=O)c2ccccc2F)c2c3c(sc2n1)CCCC3,-0.1,-6,1,0.4
CCOC(=O)CN1CC23C=CC(O2)C(C(=O)Nc2cccc(F)c2)C3C1=O (configuration not stated),0.1,-2,0,0.6
O=C(c1ccc2nc(N3CCOCC3)sc2c1)N1CCN(c2ccccc2)CC1,-0.1,-9,1,1.2
COc1ccc(CCNC(=O)c2cc(S(=O)(=O)N3CCC4(CC3)OCCO4)ccc2F)cc1OC,-0.1,3,0,0.4
C[C@@H]1CN(c2c(F)c(N)c3c(=O)c(C(=O)O)cn(C4CC4)c3c2F)C[C@H](C)N1,-0.1&0.1,5,3&-3,3.0&0.5
Cc1ccccc1C1CC(=O)N2CN(Cc3ccco3)CSC2=C1C#N (configuration not stated),-0.3,-4,1,0.4
Cc1ccc(C(=O)N/C(N)=N/c2nc3ccccc3o2)cc1,0.0&-0.1,-7&4,-2&-15,-0.6&3.8
COC(=O)COc1ccc(NC(=O)COc2ccccc2Cl)cc1,-0.1,13,-3,-0.4
COc1ccc(Cc2nc(-c3ccc(NC(=O)c4ccco4)cc3)no2)cc1,-0.2,-36,-7,0.3
Cc1c(NC(=O)C2CCCO2)cccc1[N+](=O)[O-] (configuration not stated),0.9,-5,11,-1.6
CCOC(=O)N/N=C/c1ccc(OCc2ccc(C(=O)OC)cc2)c(OC)c1,0.0,-21,3,-0.5
O=C(O)c1cccc(Nc2ncc([N+](=O)[O-])cc2[N+](=O)[O-])c1,-0.1,21,16,-0.3
COc1cccc2c1OCC(NC1CCC(O)CC1)C2 (configuration not stated),-0.1,16,6,-0.6
COc1ccccc1N/N=C/c1ccccc1F,0.4,-13,0,1.3
O=C(CSc1nc2ccccc2o1)Nc1cccc([N+](=O)[O-])c1,-0.1,-6,-1,-0.8
CC(C)c1nnc(NC(=O)c2cccc3ccccc23)s1,0.0,3,2,-0.6
CCCNC(=O)c1ccnc(Nc2ccccc2)c1,0.2,-1,-2,1.2
O=C1C(Nc2cccc(F)c2)=C(N2CCCC2)C(=O)c2ccccc21,-0.5,2,4,2.2
O=C(O)c1cc(-c2ccc(Cl)cc2)cc2ccccc12,0.6,0,26,-1.0
CCC(C)c1ccc(OCC(=O)Nc2ccc(OCC(=O)O)cc2)cc1 (configuration not stated),0.1,11,0,-0.6
CC1(C)OC(=O)C(=CNc2ccccc2Cl)C(=O)O1,0.0,-3,6,-0.3
CS(=O)(=O)Nc1ccc(S(=O)(=O)NCCc2ccccc2)cc1,0.7,9,18,-1.3
CC1C(=O)CC(c2ccccc2)N(C)C1c1ccccc1 (configuration not stated),0.0,2,4,0.2
OCC1CCCN1c1nc(NC2CC2)c2ncn(-c3ccccc3)c2n1 (configuration not stated),-0.1,-47,11,0.5
COc1ccc(S(=O)(=O)NC(C)C(=O)Nc2cc([N+](=O)[O-])ccc2C)cc1 (configuration not stated),-0.1,2,-1,0.4
N#CC1=C(SCC(=O)Nc2ccc(Br)cc2)NC(=O)CC1c1ccc2c(c1)OCO2 (configuration not stated),0.0,16,10,-0.1
COC(=O)/C(=C/c1cccc([N+](=O)[O-])c1)NC(=O)c1cccc2ccccc12,0.4,5,15,1.3
Cc1cc(NC(=O)CNCc2ccc(F)cc2)no1,-0.3,13,31,0.1
O=C(O)c1ccc(NCc2ccccc2Cl)c(S(=O)(=O)Nc2cccc(C(F)(F)F)c2)c1,0.0,8,-6,-1.2
CS(=O)(=O)C1=C(O)C(=O)N(CCCC(=O)O)C1c1ccccc1F (configuration not stated),0.1,3,13,3.0
N/C(=N\OC(=O)CCCOc1ccccc1)c1ccccc1,0.4,-12,-13,-0.1
Cc1noc(C)c1C(=O)NC1=NCCS1,0.1,-2,57*,-0.8
CN1/C(=C\C(=O)CSc2nncs2)C(C)(C)c2ccccc21,0.0,-9,5,0.5
# (further entries)
SMILES,FBW7 activator,TEAD-YAP block,MITF primary,GPR151 ag
CC(C)(C)OC(=O)CS(=O)c1ccc(S(C)(=O)=O)cc1[N+](=O)[O-] (configuration not stated),0.1,-20,-5,-1.0
COc1ccc(CNc2ccc3[nH]c(=O)[nH]c3c2)cc1OC,-0.1,-7,-9,-1.3
COc1cc(C2C(C#N)=C(N)Oc3n[nH]c(-c4cc(OC)c(OC)c(OC)c4)c32)ccc1OC(=O)c1cccs1 (configuration not stated),-0.1,4,8,0.8
C#CCOc1ccc(/C=C/C(=O)O)cc1OC,0.8,7,17,-1.9
CCN(CC)C1CCN(C2CCC(=O)N(Cc3cc4c(cc3Cl)OCO4)CC2)C1 (configuration not stated),-0.2,1,-1,-0.1
Cc1ccc(C(=O)COC(=O)CC2CC3CCC2C3)cc1 (configuration not stated),0.3,-15,7,1.4
CC(C)CNc1ncc(-c2ccccc2CN(C)C)n2ccnc12,0.0,-3,-29,-0.2
CCOCCn1c(=O)c2c(nc3oc(C)cn32)n(C)c1=O,0.7,-16,23,-1.5
Cc1cn2c(=O)c(C(=O)Nc3cccc4ccccc34)cnc2s1,0.2,2,15,-1.3
COc1ccc(C(=S)N2CCCC2)cc1Br,-0.1,0,6,2.0
COc1ccc(OC)c(NC(=O)Cn2c(=O)oc3cc(Cl)ccc32)c1,-0.1,-3,3,0.1
COc1ccc(CN2CCN(Cc3ccc(OC)cc3F)C(CCO)C2)cc1 (configuration not stated),0.0,3,8,-0.6
COc1cc2c(cc1NC(=O)N1c3ccccc3Sc3ccccc31)oc1ccccc12,0.3,-1,5,-0.1
Clc1cccc(N2CCN(Cc3ccoc3)CC2)c1,-0.1,-10,44,2.3
C/C(COc1ccccc1OCC(=O)O)=N/NC(=O)c1ccncc1,0.1,6,19,-0.2

# Of the compounds above, 4 have a cyano group:
SMILES,FBW7 activator,TEAD-YAP block,MITF primary,GPR151 ag
CCOC(=O)c1sc(NC(=O)C(C)(C)C)c(C#N)c1C,0.4,5,-10,0.8
Cc1ccccc1C1CC(=O)N2CN(Cc3ccco3)CSC2=C1C#N (configuration not stated),-0.3,-4,1,0.4
N#CC1=C(SCC(=O)Nc2ccc(Br)cc2)NC(=O)CC1c1ccc2c(c1)OCO2 (configuration not stated),0.0,16,10,-0.1
COc1cc(C2C(C#N)=C(N)Oc3n[nH]c(-c4cc(OC)c(OC)c(OC)c4)c32)ccc1OC(=O)c1cccs1 (configuration not stated),-0.1,4,8,0.8

# (more compounds)
SMILES,FBW7 activator,TEAD-YAP block,MITF primary,GPR151 ag
Cc1ccc(-c2nc3cc(Cl)ccc3o2)cc1NC(=S)NC(=O)c1ccco1,0.0,-50,-14,1.7
CC(C)NC(=O)CSc1nc(-c2ccccc2)cc(=O)[nH]1,0.1,2,12,-1.4
C=CCSc1nc(N)c(C(=O)Nc2ccccc2)cc1C#N,-0.2,-4,0,-1.0
Nc1nonc1-n1nnc(-c2ccccc2)c1C(=O)NNC(=O)c1cccs1,0.1,3,7,-0.1
O=C1CC(NCc2ccc3c(c2)OCO3)C(=O)N1c1ccc(Cl)cc1 (configuration not stated),0.6,-1,12,-0.6

# Compounds from the list above that have a Cl atom (15):
SMILES,FBW7 activator,TEAD-YAP block,MITF primary,GPR151 ag
COC(=O)c1sc(NC(=O)c2cc([N+](=O)[O-])ccc2Cl)c(C(=O)OC)c1C,-0.1,4,8,-0.2
COc1ccc(-c2cc(C(F)(F)F)n3nc(C(=O)NCc4ccccc4Cl)cc3n2)cc1OC,-0.1,0,3,-0.3
NS(=O)(=O)c1ccc(CCn2c(-c3ccc(Cl)s3)csc2=Nc2ccc(OC(F)(F)F)cc2)cc1,0.0,2,-4,3.0
Cc1ccc(Cl)cc1NS(=O)(=O)c1ccc2c(c1)oc(=O)n2C,0.2,13,10,-0.1
Cc1cc(C=C2C(=O)N(C)C(=O)N(C)C2=O)c(C)n1-c1ccc(Cl)c(C(=O)O)c1,-1.2,-9,4,-0.5
CCOC(=O)N1CCN(c2[nH]c(=O)n(C)c(=O)c2Cc2cccc(Cl)c2)CC1,-0.1,-16,-3,-1.5
COC(=O)COc1ccc(NC(=O)COc2ccccc2Cl)cc1,-0.1,13,-3,-0.4
O=C(O)c1cc(-c2ccc(Cl)cc2)cc2ccccc12,0.6,0,26,-1.0
CC1(C)OC(=O)C(=CNc2ccccc2Cl)C(=O)O1,0.0,-3,6,-0.3
O=C(O)c1ccc(NCc2ccccc2Cl)c(S(=O)(=O)Nc2cccc(C(F)(F)F)c2)c1,0.0,8,-6,-1.2
CCN(CC)C1CCN(C2CCC(=O)N(Cc3cc4c(cc3Cl)OCO4)CC2)C1 (configuration not stated),-0.2,1,-1,-0.1
COc1ccc(OC)c(NC(=O)Cn2c(=O)oc3cc(Cl)ccc32)c1,-0.1,-3,3,0.1
Clc1cccc(N2CCN(Cc3ccoc3)CC2)c1,-0.1,-10,44,2.3
Cc1ccc(-c2nc3cc(Cl)ccc3o2)cc1NC(=S)NC(=O)c1ccco1,0.0,-50,-14,1.7
O=C1CC(NCc2ccc3c(c2)OCO3)C(=O)N1c1ccc(Cl)cc1 (configuration not stated),0.6,-1,12,-0.6
